# Compound activity deposited in PubChem BioAssay by several laboratories.
# FadD28 FP inh: blocks FadD28 binding to the bisubstrate probe. fluorescence polarization. inhibition, % at 12.5 µM. hit rate 0.22% among 360,000; in the data active = inhibition above about 8.5%, passing the limit was not always enough; inconclusive = no clear call, values can overlap the other calls
# GDH-TPI inh: counter-screen for M. tuberculosis FBA inhibitors: GDH-TPI coupled enzymes. GDH-TPI coupled enzyme counterscreen, NADH absorbance. hit rate 1.2% among 360,000. inhibition, % at 4.8 µM; in the data active = inhibition above about 30%;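 note: 0% = DMSO wells and 100% = wells lacking the enzyme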
# Mtb FBA inh: inhibitors of M. tuberculosis fructose-bisphosphate aldolase; inhibition, % at 1 µM; purified M. tuberculosis FBA, fluorescence read-out; hit rate 2.3% among 360,000; AID 588726; in the data active = inhibition above about 27%;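 note: 0% = vehicle and 100% = reference inhibitor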
# Target sequence (P9WQA3 whole entry, looked up): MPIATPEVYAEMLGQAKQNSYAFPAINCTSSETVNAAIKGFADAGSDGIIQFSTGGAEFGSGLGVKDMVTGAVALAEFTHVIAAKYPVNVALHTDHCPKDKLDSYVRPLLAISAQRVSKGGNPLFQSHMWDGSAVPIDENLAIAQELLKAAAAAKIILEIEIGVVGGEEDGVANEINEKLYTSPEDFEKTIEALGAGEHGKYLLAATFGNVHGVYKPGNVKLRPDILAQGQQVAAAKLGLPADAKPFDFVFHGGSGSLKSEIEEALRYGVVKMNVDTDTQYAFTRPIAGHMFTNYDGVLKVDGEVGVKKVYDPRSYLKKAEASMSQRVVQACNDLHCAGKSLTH
# Rv3671c inh: inhibits the M. tuberculosis serine protease Rv3671c. inhibition, % at 5.96 µM. hit rate 0.048% among 320,000. AID 2606; in the data active = inhibition above about 38%;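 note: extracellular domain of Rv3671c used as enzyme; 0% = enzyme with DMSO and 100% = no enzyme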
# Mtb UGM inh: inhibitors of M. tuberculosis UDP-galactopyranose mutase. P9WIQ1. purified UGM, fluorescence polarization probe displacement. inhibition, % at 10 µM. hit rate 0.06% among 320,000; in the data active = inhibition above about 10%, passing the limit was not always enough; inconclusive = no clear call, values can overlap the other calls
# Target sequence (P9WIQ1 whole entry, looked up): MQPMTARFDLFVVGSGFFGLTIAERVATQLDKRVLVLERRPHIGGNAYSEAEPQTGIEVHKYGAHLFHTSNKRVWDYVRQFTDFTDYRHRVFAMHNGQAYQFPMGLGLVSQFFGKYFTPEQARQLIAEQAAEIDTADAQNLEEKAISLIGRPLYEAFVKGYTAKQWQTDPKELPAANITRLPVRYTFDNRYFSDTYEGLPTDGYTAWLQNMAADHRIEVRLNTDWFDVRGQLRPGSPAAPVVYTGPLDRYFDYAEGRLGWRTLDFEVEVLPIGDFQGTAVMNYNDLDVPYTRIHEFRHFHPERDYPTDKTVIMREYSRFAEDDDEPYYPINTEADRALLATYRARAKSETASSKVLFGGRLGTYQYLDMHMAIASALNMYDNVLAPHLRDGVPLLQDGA
# MazEF act: activators of E. coli MazEF toxin-antitoxin RNase; P0AE70; AID 504720; activation, % at 20 µM; FAM/BHQ RNA-DNA oligo cleavage fluorescence, 5 h; hit rate 0.32% among 350,000; in the data active = activation above about 50%
# Target sequence (P0AE70 whole entry, looked up): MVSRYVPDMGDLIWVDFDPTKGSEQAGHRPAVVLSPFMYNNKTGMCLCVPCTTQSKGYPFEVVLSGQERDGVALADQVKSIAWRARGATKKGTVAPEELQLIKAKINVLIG
# Mtb BioA inh: inhibitors of Mycobacterium tuberculosis BioA enzyme; purified M. tuberculosis BioA enzyme, plate reader; inhibition, % at 9.99 µM; hit rate 0.096% among 360,000; AID 602481; in the data active = inhibition above about 40%; inconclusive = no clear call, values can overlap the other calls
# BoNT F protease: BoNT F light chain protease inhibition | AID 588497 | inhibition, % at 10 µM | Multiplex microsphere protease cleavage assay, flow cytometry | hit rate 0.22% among 360,000; in the data active = inhibition above about 35%, passing the limit was not always enough; inconclusive = no clear call, values can overlap the other calls; note: plate controls were buffer without enzyme for full effect and enzyme alone for no effect
# PrPC TRFRET: reduces human prion protein on the cell surface; cell surface PrPC, TR-FRET read-out; inhibition, % at 13.8 µM; hit rate 0.43% among 370,000; AID 720596; in the data active = inhibition above about 24%; note: 0% = median of the test wells and 100% = reference compound wells
# The depositor's hits bear a star; ? = inconclusive; . = not tested or not shown; & = joins results of further samples.
structure,FadD28 FP inh,GDH-TPI inh,Mtb FBA inh,Rv3671c inh,Mtb UGM inh,MazEF act,Mtb BioA inh,BoNT F protease,PrPC TRFRET
Cc1ccccc1-c1ccnc2[nH]n(-c3ccccc3)c(=O)c12,-1.7,-1,2,2,-2.5,-3,-0.1,18,-7
CC(C)C[C@@H](CNCC(=O)[C@H](Cc1ccccc1)NC(=O)c1[nH]cnc1C(=O)N[C@H](CN)CC(C)C)NC(=O)c1nc[nH]c1C(=O)N[C@@H](CC(=O)O)C(=O)O,-1.2,10,1,.,.,-2,0.5,10,4
CCC(=O)Nc1ccc(NC(=O)C23CC4CC(CC(C4)C2)C3)cn1,-4.5,-3,2,2,-0.5,5,-1.3,9,-1
CCC(C)(C)NC(=O)CN(C(=O)CCC(=O)Nc1nccs1)c1ccc(C)cc1,-4.4,-7,-1,3,3.8,-5,-0.9,?,2
COc1ccc(S(=O)(=O)N(C)CC(=O)N2CCCC2)cc1Cl,0.2,6,1,9,1.4,-8,-0.6,-3,0
COc1ccc(C(C)=O)cc1COC(=O)Cn1cnc2ccccc2c1=O,-0.1,-16,1,0,1.4,6,.,3,6
CC1=C(C(=O)Nc2cccc(C(=O)NCc3ccc(F)cc3)c2)SCCO1,-1.7,8,3,9,-3.0,13,2.2,5,13
COc1ccc(Cl)cc1NC(=O)c1cc(C)no1,-3.2,-2,1,.,-0.2,-2,-0.1,-11,-2
O=C(c1cccs1)N1CCN(C(=O)c2ccco2)c2ccccc2C1,-2.8,3,-5,0,-1.4,9,2.5,-2,2
Cc1cccc(N2C(N)=C(C#N)C(C#N)(C#N)C2c2ccccc2)c1 (stereo unspecified),2.0,13,17,8,2.0,-2,1.5,-8,11
O=S(=O)(N1CCOCC1)n1cnc2ccccc21,-2.2,2,1,8,-4.8,-2,2.9,2,4
Cc1ccc(NC(=O)CN(C)C(=O)CSc2nc(C)cc(C)n2)cc1,-1.4,12,2,-4,0.4,4,1.0,-1,4
COc1ccc(C(=O)Nc2ccnn2C2CCN(Cc3cccnc3)CC2)cc1,-4.8,-3,-2,-6,2.6,6,0.3,4,-4
CC(C)C(=O)c1cn(CC(=O)NCc2ccc3c(c2)OCO3)c2ccccc12,-2.0,2,0,8,-2.3,-1,-0.8,-2,3
NC(=O)C1CCN(C2CC(=O)N(c3cccc(F)c3)C2=O)CC1 (stereo unspecified),-3.9,-6,-7,-7,3.2,6,0.1,2,0
O=C(CCNS(=O)(=O)c1ccccc1)NCCCc1ccccc1,-4.3,2,0,.,.,5,-0.5,5,7
CC(C)CN1CCC1(C)C(=O)Nc1cc(-c2ccccc2)nn1C (stereo unspecified),0.0,12,0,.,.,.,1.4,0,2
CC(C)(C)S(=O)(=O)c1ccccc1-c1noc(-c2ccccc2)c1C(N)=O,-1.7,2,8,8,-2.1,-1,-0.7,?,1
C#CCNc1c(C)c(C)nc2ncnn12,-3.3,-6,-1,8,0.9,5,-2.6,-6,-2
O=C(c1cnccn1)N1CCc2ccccc21,-2.3,3,0,-9,-3.2,-3,0.7,-3,-1
C[C@H](CO)N1C[C@H](C)[C@@H](CN(C)C(=O)Nc2ccc(C(F)(F)F)cc2)Oc2c(NS(=O)(=O)c3cccs3)cccc2C1=O,1.6,2,0,-1,-3.6,0,0.9&4.1,10,5
Cc1nc(Nc2nc(CSc3nc4ccccc4[nH]3)cc(=O)[nH]2)nc2ccccc12,-1.3,7,0,-49,-1.3,-70,-2.9,5,34*
O=C(COC(=O)[C@H](Cc1ccccc1)NC(=O)c1cccs1)Nc1c(Cl)cccc1Cl,-0.6,2,-3,-9,-2.6,3,5.4,-3,3
COc1cc(CNc2ccc3[nH]c(=O)[nH]c3c2)cc(Cl)c1OCC(=O)NC(C)(C)C,-4.5,12,23,7,3.3,3,0.3,-14,-14
OCc1cn(-c2ccccc2)nc1-c1ccc(-c2nn(-c3ccccc3)cc2CO)cc1,-1.6,27,7,-6,1.2,13,-0.4,-9,1

# A second format for some results above.
# Values in the order: FadD28 FP inh | GDH-TPI inh | Mtb FBA inh | Rv3671c inh | Mtb UGM inh | MazEF act | Mtb BioA inh | BoNT F protease | PrPC TRFRET
Cc1ccc(NC(=O)CN(C)C(=O)CSc2nc(C)cc(C)n2)cc1
→ -1.4 | 12 | 2 | -4 | 0.4 | 4 | 1.0 | -1 | 4
COc1ccc(C(=O)Nc2ccnn2C2CCN(Cc3cccnc3)CC2)cc1
→ -4.8 | -3 | -2 | -6 | 2.6 | 6 | 0.3 | 4 | -4

# (listing goes on)
structure,FadD28 FP inh,GDH-TPI inh,Mtb FBA inh,Rv3671c inh,Mtb UGM inh,MazEF act,Mtb BioA inh,BoNT F protease,PrPC TRFRET
CC1(C(=O)NS(=O)(=O)c2ccc(Br)cc2)CCN1C(=O)C/C=C/c1ccccc1 (stereo unspecified),-2.8,-6,3,.,.,.,0.2,-7,-17
COc1cc(-c2nnc3sc(-c4cccs4)nn23)cc(OC)c1OC,-1.3,14,1,-15,1.2,9,-1.9,-1,7
COc1cc(N=Nc2ccc(Br)cc2)cc(C=O)c1O,-0.4,6,-6,.,.,-20,0.1,-22,6
Cc1ccc(S(=O)(=O)N2CCCN(C(=O)c3cc4ccccc4[nH]3)CC2)cc1,-0.5,3,5,-9,-0.8,-6,0.6,-6,-3
Cc1ccc(OCC(=O)NNC(=O)c2ccc(-n3cncn3)c([N+](=O)[O-])c2)cc1,-1.8,-6,-1,5,0.3,-4,.,14,-23
Cc1ccc(NC(=O)c2oc3ccc(S(=O)(=O)N4CCOCC4)cc3c2C)cc1C,-0.8,2,2,5,-0.2,2,-0.3,0,0
CCN(CC)CCN1C(=O)C2C(C(=O)Nc3cccc(C)c3)C3C=CC2(O3)C1C(=O)NC1CCCC(C)C1C (stereo unspecified),-4.3,-5,-3,4,1.7,12,.,-16,-6
COc1ccccc1CN1C[C@@H]2C[C@@H](c3ccc(Cl)cc3)N3CCC[C@@]23C1=O,-3.9,-2,4,1,-6.2,0,2.0,1,4
CC1CN(C(=O)COC(=O)c2cncc(Br)c2)CC(C)O1 (stereo unspecified),0.4,6,-1,.,.,2,-0.4,-1,1
CCCOC(=O)C[N+](C)(C)CCOC1CC2CCC1(C)C2(C)C (stereo unspecified),-3.1,0,6,-7,-2.8,11,.,-2,7
CCN(c1ccccc1)S(=O)(=O)c1cc2c(cc1C)N(C)CCO2,-4.6,-10,1,3,-2.6,3,0.4,-4,11
CC(C)(C)OC(=O)N1CCC(NC(=O)c2[nH]cnc2C(=O)N[C@@H](Cc2ccccc2)C(=O)OCc2ccccc2)CC1,-1.3,12,5,-16,-0.5,3,-5.0,-1,2
CCOC(=O)C1C(c2cccc(F)c2)NC(=S)NC1(O)C(F)(F)F (stereo unspecified),-4.0,-3,-1,-8,.,1,1.5,2,1
CCc1ccc(OCc2nnc(-c3ccccc3Br)o2)cc1,-2.7,-3,-1,-2,1.7,1,-0.9,.,0
O=C(O)CSCCn1cccn1,-3.7,1,-1,-5,-0.4,6,-0.7,-3,-2
CC(CCc1ccccc1)NC(=O)CN1CCc2ccccc2C1 (stereo unspecified),-1.5,6,-1,-2,0.1,-2,0.6,-2,1
CC1(C)CC(N2CCCCC2)=CC(=[N+]2CCCCC2)C1,-3.0,90*,-4,-6,2.7,2,-1.4,0,9
COc1cccc(CN2C(=O)c3ccccc3S2(=O)=O)c1,-4.2,3,1,6,-1.5,-13,0.4,1,-5
CCn1c(COc2ccc(C)cc2)nnc1SCC(=O)Nc1ccc2c(c1)OCCO2,-0.5,-4,-3,-7,-0.4,2,-0.2,3,0
CCOC(=O)c1[nH]c2ccc(Br)cc2c1NC(=O)CCN1CCC(C(=O)OCC)CC1,-0.9,12,2,3,-3.7,-5,-0.9,-24,5
CCOC(=O)CSc1nc(N)c(C#N)c(-c2cccs2)c1C#N,-0.5,1,11,-17,-2.3,6,-0.8,7,6
CCn1nc(C)c(Oc2ccccc2O)c1C,-1.4,-9,0,-14,1.9,3,1.0,12,0
CCOC(=O)N1CCN(C(=O)/C(=C\c2ccc(SC)cc2)NC(=O)c2ccccc2)CC1,0.8,22,2,1,-4.7,5,.,-4,3
COc1cc2c(cc1OC)C1=C(C#N)CCC(=O)N1CC2,-3.3,9,0,-1,-1.1,3,-2.1,17,0
CCCSc1ccc2nc(NC(=O)OC)[nH]c2c1,-3.0,-1,-1,1,-0.7,-4,-0.3,6,6

# 13 consecutive entries out of the list so far:
structure,FadD28 FP inh,GDH-TPI inh,Mtb FBA inh,Rv3671c inh,Mtb UGM inh,MazEF act,Mtb BioA inh,BoNT F protease,PrPC TRFRET
CC1(C(=O)NS(=O)(=O)c2ccc(Br)cc2)CCN1C(=O)C/C=C/c1ccccc1 (stereo unspecified),-2.8,-6,3,.,.,.,0.2,-7,-17
COc1cc(-c2nnc3sc(-c4cccs4)nn23)cc(OC)c1OC,-1.3,14,1,-15,1.2,9,-1.9,-1,7
COc1cc(N=Nc2ccc(Br)cc2)cc(C=O)c1O,-0.4,6,-6,.,.,-20,0.1,-22,6
Cc1ccc(S(=O)(=O)N2CCCN(C(=O)c3cc4ccccc4[nH]3)CC2)cc1,-0.5,3,5,-9,-0.8,-6,0.6,-6,-3
Cc1ccc(OCC(=O)NNC(=O)c2ccc(-n3cncn3)c([N+](=O)[O-])c2)cc1,-1.8,-6,-1,5,0.3,-4,.,14,-23
Cc1ccc(NC(=O)c2oc3ccc(S(=O)(=O)N4CCOCC4)cc3c2C)cc1C,-0.8,2,2,5,-0.2,2,-0.3,0,0
CCN(CC)CCN1C(=O)C2C(C(=O)Nc3cccc(C)c3)C3C=CC2(O3)C1C(=O)NC1CCCC(C)C1C (stereo unspecified),-4.3,-5,-3,4,1.7,12,.,-16,-6
COc1ccccc1CN1C[C@@H]2C[C@@H](c3ccc(Cl)cc3)N3CCC[C@@]23C1=O,-3.9,-2,4,1,-6.2,0,2.0,1,4
CC1CN(C(=O)COC(=O)c2cncc(Br)c2)CC(C)O1 (stereo unspecified),0.4,6,-1,.,.,2,-0.4,-1,1
CCCOC(=O)C[N+](C)(C)CCOC1CC2CCC1(C)C2(C)C (stereo unspecified),-3.1,0,6,-7,-2.8,11,.,-2,7
CCN(c1ccccc1)S(=O)(=O)c1cc2c(cc1C)N(C)CCO2,-4.6,-10,1,3,-2.6,3,0.4,-4,11
CC(C)(C)OC(=O)N1CCC(NC(=O)c2[nH]cnc2C(=O)N[C@@H](Cc2ccccc2)C(=O)OCc2ccccc2)CC1,-1.3,12,5,-16,-0.5,3,-5.0,-1,2
CCOC(=O)C1C(c2cccc(F)c2)NC(=S)NC1(O)C(F)(F)F (stereo unspecified),-4.0,-3,-1,-8,.,1,1.5,2,1

# The listing continues.
structure,FadD28 FP inh,GDH-TPI inh,Mtb FBA inh,Rv3671c inh,Mtb UGM inh,MazEF act,Mtb BioA inh,BoNT F protease,PrPC TRFRET
CCc1cc2c(=O)n(CC(C)C)cnc2s1,1.0,5,2,-7,-0.1,4,-0.5,15,-2
CCc1ccc(Nc2ncnc3nc[nH]c23)cc1,-0.7,3,3,15,2.4,-1,4.4,-3,5
Cn1nccc1C(=O)N/N=C/c1c(O)ccc2ccccc12,-1.4,24,-4,6,2.7,-46,-2.8,5,-14
O=C(O)C1Nc2c(Cl)cc(Cl)c(Cl)c2C2C=CCC12 (stereo unspecified),7.0,7,-2,1,-0.7,9,-0.5,?,-1
Cc1nn(C(=O)C2CC2)c(C)c1Sc1ccc(Cl)cc1,-5.2,0,-1,8,-0.9,-3,1.1,-5,5
CN1CC(=O)N2C(c3ccc(Cl)cc3)c3[nH]c4ccccc4c3C[C@H]2C1=O (stereo partly specified),-2.7,-2,0,-5,-2.3,10,-0.3,-13,7
Cc1[nH]n(-c2ccccc2)c(=S)c1C=Nc1ccc([N+](=O)[O-])cc1,-0.8,18,-2,3,-0.7,0,.,4,11
Cc1nn(C)c(C(=O)Nc2ccn(C34CC5CC(CC(C5)C3)C4)n2)c1[N+](=O)[O-],0.4,7,-2,-2,-2.4,1,.,-7,10
CC(=O)c1sc(NC(=O)CCS(=O)(=O)c2ccc(F)cc2)nc1C,0.2,20,2,.,.,-1,-1.1,4,0
CC(CC(=O)O)CC(=O)N1CCN(S(=O)(=O)c2cccs2)CC1 (stereo unspecified),-0.5,3,3,-5,0.4,-8,-0.7,7,2
COc1ccccc1NC(=O)CCSc1nc(C)cc(C)n1,-0.5,2,0,-3,0.5,-8,.,-6,6
CN(CCc1ccccc1)Cc1nc(-c2cnccn2)no1,1.6,-3,0,3,-0.2,1,.,-2,0
